Pol iota inh: qHTS for Inhibitors of Polymerase Iota; Pol iota fluorescent replication assay, 10 min; Potency, µM (doses to about 115 µM), for the others: top-dose activity, negative = inhibition, hits mostly inhibitors; actives 1% (n = 390,000); AID 588590, 2011; also: potency is read from the fitted curve at half-maximal effect
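Pol iota at 10 nM preincubated 15 min with compounds at room temperature; reaction started with fluorescent substrate, 50 nM final. Fluorescence read kinetically at 0 and 10 min; buffer-only wells as negative control.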
Glioma ERSR ind: qHTS for Inducers of the Endoplasmic Reticulum Stress Response (ERSR) in Human Glioma: qHTS | U87-MG GRP78 promoter luciferase reporter, 16 h | actives 0.02% (n = 420,000) | Potency, µM, for the others: at the top dose activation, most hits filed as activators; also: potency is read from the fitted curve at half-maximal effect; series mostly up to about 76 µM; % of control where 0% means no effect; nearly all actives have a fitted effect of over 35% in size
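Stably transfected U87-MG human glioma cells carrying a GRP78-based luminescent sensor were seeded at 1000 cells/well, pin-dosed with compounds and incubated 16 h. Luciferase reagent was then added, and end-point luminescence was read after 10 min at room temperature.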
Pol eta inh: qHTS for Inhibitors of Polymerase Eta; DNA polymerase eta (Homo sapiens), Q9Y253; recombinant Pol eta, fluorescent DNA replication assay; Potency, µM (highest dose often 114 µM), for inactives: at the top dose activity change, negative = inhibition, usual class: inhibitors; actives 1.2% (n = 390,000); also: potency is read from the fitted curve at half-maximal effect; % is scaled to controls: 0 for no effect and ±100 for the full control effect
Target sequence (Q9Y253 whole entry, looked up): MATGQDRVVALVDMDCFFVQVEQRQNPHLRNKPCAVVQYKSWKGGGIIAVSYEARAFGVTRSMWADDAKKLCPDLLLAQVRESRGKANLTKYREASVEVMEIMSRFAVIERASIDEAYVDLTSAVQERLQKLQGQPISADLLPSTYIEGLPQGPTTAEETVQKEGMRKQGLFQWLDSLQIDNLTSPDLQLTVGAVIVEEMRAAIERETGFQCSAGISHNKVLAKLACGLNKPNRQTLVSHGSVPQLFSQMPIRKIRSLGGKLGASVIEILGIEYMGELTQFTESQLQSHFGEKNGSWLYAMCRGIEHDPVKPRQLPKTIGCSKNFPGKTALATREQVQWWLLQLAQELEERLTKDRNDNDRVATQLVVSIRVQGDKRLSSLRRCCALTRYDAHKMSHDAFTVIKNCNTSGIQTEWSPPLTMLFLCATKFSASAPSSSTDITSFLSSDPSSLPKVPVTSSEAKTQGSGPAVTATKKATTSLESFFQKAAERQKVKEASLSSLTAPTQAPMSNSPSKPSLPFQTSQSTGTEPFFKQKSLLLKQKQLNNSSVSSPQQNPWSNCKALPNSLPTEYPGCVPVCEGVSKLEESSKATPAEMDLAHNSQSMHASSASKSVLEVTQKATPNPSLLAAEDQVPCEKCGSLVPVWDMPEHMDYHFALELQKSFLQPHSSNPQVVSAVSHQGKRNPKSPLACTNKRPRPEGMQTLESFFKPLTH
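Pol eta (10 nM) was preincubated with compounds for 15 min at room temperature, after which fluorescent replication substrate (50 nM final) was added to start the reaction. Fluorescence was read kinetically at 0 and 10 min.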
LDHA block: qHTS assay for inhibitors of human lactate dehydrogenase. actives 0.15% (n = 480,000). purified LDHA, NADH/diaphorase-resazurin fluorescence; stronger effect = lower value. activity change, % (values are at about 110 or 230 µM). AID 1347041, 2019; in the data active = activity change below about -30%; inconclusive = mostly about -25% to -30%;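 also: plate controls were DMSO wells for no effect and wells without enzyme for full effect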
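LDH5 2 nM; NADH 0.06 mM, pyruvate 0.2 mM; 200 mM Tris pH 7.4, EDTA, Tween-20; 5 min RT. Detection: diaphorase 0.133 mg/mL + resazurin 37 µM, fluorescence ex540/em590 at 0 and 20 min; normalized to enzyme-free and DMSO wells.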
BLM inh: qHTS Assay for Inhibitors of Bloom's syndrome helicase (BLM); actives 0.2% (n = 350,000); Potency, µM (series often up to 56.1 µM), inactives show at the top dose activity change, negative = inhibition, actives largely listed as inhibitors; recombinant BLM DNA unwinding, fluorescence dequenching; RecQ-like DNA helicase BLM (Homo sapiens), P54132;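 also: potency is read from the fitted curve at half-maximal effect; plate controls were vehicle for no effect and no enzyme for full effect; nearly all actives have a fitted effect of over 35% in size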
Pol kappa inh: qHTS for Inhibitors of Polymerase Kappa | DNA polymerase kappa (Homo sapiens), Q9UBT6 | purified Pol kappa, fluorescent DNA synthesis assay, 10 min | Potency, µM (titrated, usually from 107 µM), inactives show at the top dose activity, negative = inhibition, usual class: inhibitors | actives 0.53% (n = 400,000); also: potency is read from the fitted curve at half-maximal effect; % is scaled to controls: 0 for no effect and ±100 for the full control effect
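Kinetic fluorescence screen: compound preincubated 15 min RT with 10 nM enzyme; 50 nM substrate (final) initiates; reads at 0/10 min.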
POLB inh: qHTS Assay for Inhibitors of DNA Polymerase Beta | AID 485314, 2010 | Pol beta primer extension/strand displacement, fluorescence kinetic | actives 1.3% (n = 340,000) | Potency, µM (titrated, usually from 114 µM), inactives show at the top dose activity change, negative = inhibition, hits mostly inhibitors; also: potency is read from the fitted curve at half-maximal effect; % is scaled to controls: 0 for no effect and ±100 for the full control effect
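Pol beta (10 nM) and compounds were preincubated 15 min at room temperature, then 50 nM substrate (final) started primer extension/strand displacement. Reads were taken at 0 and 10 min; concentration-response data were fitted to a four-parameter Hill equation.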
APEX1 inh: qHTS Assay for Inhibitors of the Human Apurinic/apyrimidinic Endonuclease 1 (APE1); DNA repair nuclease/redox regulator APEX1 (Homo sapiens), P27695; recombinant APE1, TAMRA/BHQ-2 abasic DNA cleavage fluorescence; Potency, µM (highest dose often 65.8 µM), without a hit: at the top dose activity change, negative = inhibition, hits mostly inhibitors; actives 0.35% (n = 350,000);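 also: potency is read from the fitted curve at half-maximal effect; plate controls were vehicle for no effect and reference inhibitor for full effect; nearly all actives have a fitted effect of over 55% in size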
Target sequence (P27695 whole entry, looked up): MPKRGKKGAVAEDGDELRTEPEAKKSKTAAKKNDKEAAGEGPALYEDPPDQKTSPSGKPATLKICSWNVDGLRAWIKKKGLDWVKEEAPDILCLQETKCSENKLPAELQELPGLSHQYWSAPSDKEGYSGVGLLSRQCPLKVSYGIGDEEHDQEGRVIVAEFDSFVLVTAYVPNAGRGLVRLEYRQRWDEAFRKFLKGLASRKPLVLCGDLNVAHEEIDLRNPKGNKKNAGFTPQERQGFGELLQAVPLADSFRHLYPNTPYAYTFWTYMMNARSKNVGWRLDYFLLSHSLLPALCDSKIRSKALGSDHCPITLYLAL
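APE1 at 0.75 nM final was preincubated with compound 15 min at room temperature, then 50 nM double-stranded THF abasic-site substrate (5'-TAMRA/3'-BHQ-2) was added. Fluorescence (ex 525/em 598 nm) was read kinetically; third-minus-first read gave activity.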
Anesthetic bind: qHTS Assay for Identification of Novel General Anesthetics | Potency, µM (doses to about 77.5 µM), without a hit: top-dose activity change, negative = displacement, most hits filed as inhibitors | AID 485281, 2010 | actives 0.074% (n = 350,000) | Ferritin light chain (Equus caballus), P02791 | apoferritin/1-aminoanthracene competitive binding, fluorescence; also: potency is read from the fitted curve at half-maximal effect; % is scaled to controls: 0 for no effect and ±100 for the full control effect; nearly all actives have a fitted effect of over 20% in size
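10 uM apoferritin + 50% sat. 1-AMA, PBS; cpd 10 min RT; Ex380/Em535 endpoint; normalized to free probe vs complex; 4-param Hill fit; propofol titration as pos. ctrl.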
* hit, by the source's call; ? = inconclusive; · = no result given; & = joins results of further samples; [ ] = another dose, or the depositor's remark. Unless noted, calls follow the shape of the dose curve; as a rule, active = well fitted curve in the direction sought with a large enough effect; inconclusive = small, poorly fitted or top-dose-only effect, or another doubt; inactive = no such curve, though single readings can be large; an effect the other way counts as inactive or inconclusive.

| Structure | Pol iota inh | Glioma ERSR ind | Pol eta inh | LDHA block | BLM inh | Pol kappa inh | POLB inh | APEX1 inh | Anesthetic bind |
| --- | --- | --- | --- | --- | --- | --- | --- | --- | --- |
| CC(C)c1ccc(S(=O)(=O)N2CCN(Cc3cccc(F)c3)CC2)cc1 | -4% | -1% | -18% | 6 | -6% | -1%[60.1 µM] | 1% | · | 41%[activator] |
| Cc1ccc(C(=O)N2CC(=O)NC(=O)C2)cc1 | -3% | -3% | -1% | -8 | 2% | -4% | 15% | 4% | -6% |
| CC1CN(C(=O)/C=C/c2ccc([N+](=O)[O-])s2)CC(C)O1 (stereo unspecified) | 22% | -2% | -7% | 0 | -6% | -6% | -18% | -5% | -21% |
| N#CCCN(Cc1cccnc1)C(=S)Nc1ccc(OC(F)F)cc1 | -19% | 1% | -4% | -3 | -2% | -6% | 2% | 5% | -4% |
| O=C(Cn1c(C(F)(F)F)nc2ccccc21)N/N=C/c1ccco1 | 11% | -1% | -24% | -5 | -1% | -2% | -1% | -6% | -11% |
| CCCCCCCCCCCCCCCCCCc1ccc(C(=O)/C=C/C(=O)O)cc1 | · | -5% | · | · | · | -1%[19.4 µM] | · | ? | -13% |
| Cc1cc(NC(=O)C(C)SCC(=O)OCC(=O)N(Cc2ccccc2)C(C)(C)C)no1 (stereo unspecified) | 23% | -3% | -10% | -5 | -2% | -9% | 3% | -11% | -13% |
| O=C(O)CCn1[nH]c(=O)c2ccccc2c1=O | 9% | 1% | -8% | -5 | 2% | 7% | 2% | -2% | -6% |
| CCOC(=O)CCNC(=O)N1CCCC(CCC(=O)N(C)CCc2ccccn2)C1 (stereo unspecified) | -2% | 0% | -3% | -5 | -2% | -6% | -9% | 6% | -5% |
| COc1ccc(NC(=O)CSc2nncn2N)c(OC)c1 | -1% | -2% | -17% | -4 | -3% | -1% | 3% | 26% | -8% |
| COc1cc(C)nc(N(Cc2ccccc2)S(=O)(=O)c2ccccc2)n1 | -1% | -2% | ? | -1 | -12% | -15% | 2% | -4% | 4% |
| CCOc1ccc(S(=O)(=O)NCC(c2ccc3c(c2)OCO3)N2CCN(C)CC2)cc1 (stereo unspecified) | 12% | -2% | 1% | -4 | · | -12% | · | 27% | · |
| O=C1CC(N(O)c2ccccc2)C(=O)N1Cc1ccccc1 (stereo unspecified) | -13% | 2% | -6% | -1 | 1% | 0% | 8% | -6% | -19% |
| Cc1ccc(S(=O)(=O)NCC(c2ccc(N(C)C)cc2)N2CCc3ccccc32)cc1 (stereo unspecified) | ? | -4% | -19% | 4 | -4% | 0%[60.1 µM] | -24% | · | 25% |
| CS(=O)(=O)C1=NN2C(=N)/C(=C\c3ccc(OC(=O)c4ccco4)cc3)C(=O)N=C2S1 | 2% | 0% | -3% | -10 | -15% | -19% | ? | -39% | -11% |
| CC(=O)Nc1cccc(Cn2cccn2)c1 | · | · | · | · | 0% | · | -15% | 0% | -4% |
| CCCn1c(SCc2ccc(Cl)cc2)nc2c1c(=O)[nH]c(=O)n2C | 15% | 3% | -17% | -3 | 1% | -7% | 1% | -11% | -21% |
| OC(CNCC1CCCO1)Cn1c2ccccc2c2ccccc21 (stereo unspecified) | 13% | -3% | -16% | -3 | 7% | -11% | 1% | -6% | -16% |
| Cc1cc(O)c(C(C)C)cc1NC(=O)Nc1ccc([N+](=O)[O-])cc1 | ? | 3% | -10% | 1 | · | -8% | · | · | · |
| COc1ccc(OC)c(C(O)c2nc3ccccc3n2C(C)C)c1 (stereo unspecified) | 3% | -2% | 0% | -1&2 | -1% | -9% | -25% | -1% | -2% |
| O=C(Nc1ccc2ccccc2c1)NC1CCS(=O)(=O)C1 (stereo unspecified) | 1% | 7% | 7% | 1 | -1% | -2%[60.1 µM] | 5% | 13% | -3% |
| COc1ccc(C(=O)C2CCCN(C(=O)c3csc(C(C)=O)c3)C2)c(C)c1 (stereo unspecified) | 1% | -2% | -8% | -16 | -1% | -11% | 2% | 5% | -12% |
| CCOc1cc2[nH]c(=O)n(CCCCC(=O)NCc3ccco3)c(=O)c2cc1OCC | 9% | -4% | 7% | -10 | 5% | -10% | 18% | 2% | 3% |
| Cc1ccc(C)c(Cn2cc(CCC(=O)NC3CCCCC3)c3ccccc32)c1 | 14% | -2% | -14% | -7 | -7% | -7% | 32% | · | -8% |
| Cc1ccc(CN2CCN(/N=C/c3ccc(C(F)(F)F)cc3)CC2)c(C)c1 | 12% | -4% | -17% | -7 | -4% | -7% | ? | 2% | 2% |
| CC1CCCCN1C(=O)CSc1nc2ccccc2n1CC(=O)N1CCc2ccccc21 (stereo unspecified) | ? | -1% | -11% | 1 | -14% | -13% | ? | -2% | -3% |
| COc1ccc(-c2noc(CCC(=O)Nc3cccc(C)c3)n2)cc1 | 0% | 2% | -5% | -8 | -2% | -2% | -21% | ? | ? |
| Cc1ccc(-c2noc(CCC(=O)NCCc3ccccc3Cl)n2)cc1 | 12% | -9% | -15% | -4 | 0% | -3% | 3% | -10% | -8% |
| Cc1nc(NC(=O)C(Cl)Cl)sc1C(=O)N(C)C | ? | -5% | 10µM* | -3 | -3% | -31% | 35µM* | 3% | 7% |
| Cc1cc2ncn(CS(C)(=O)=O)c2cc1C | 62%[activator] | -3% | -7% | -7 | -1% | -19% | 7% | 3% | -2% |

The final three compounds of the part above lead into the next:
| Structure | Pol iota inh | Glioma ERSR ind | Pol eta inh | LDHA block | BLM inh | Pol kappa inh | POLB inh | APEX1 inh | Anesthetic bind |
| --- | --- | --- | --- | --- | --- | --- | --- | --- | --- |
| Cc1ccc(-c2noc(CCC(=O)NCCc3ccccc3Cl)n2)cc1 | 12% | -9% | -15% | -4 | 0% | -3% | 3% | -10% | -8% |
| Cc1nc(NC(=O)C(Cl)Cl)sc1C(=O)N(C)C | ? | -5% | 10µM* | -3 | -3% | -31% | 35µM* | 3% | 7% |
| Cc1cc2ncn(CS(C)(=O)=O)c2cc1C | 62%[activator] | -3% | -7% | -7 | -1% | -19% | 7% | 3% | -2% |
| O=C(NNC(=S)Nc1cccc(C(F)(F)F)c1)c1ccccc1Cl | 8% | -6% | -16% | -6 | -6% | -7% | 24% | ? | 1% |
| C/C(=N/NS(=O)(=O)c1ccc(Cl)cc1)c1cccc(NC(=O)c2ccc(Cl)cc2Cl)c1 | -6% | 1% | -9% | -3 | -11% | -14% | -1% | -5% | -23% |
| O=C(CCl)N(CCCNC(=O)C(F)(F)F)c1ccc([N+](=O)[O-])cc1 | 49%[activator] | -17% | -14% | -5 | 1% | -1% | 24% | 12% | -4% |
| COc1cc(NC(=O)CSc2nc(C)c(C)c(C)n2)c(C)cc1[N+](=O)[O-] | 15% | -3% | -11% | 1 | -4% | 4% | 14%[57.1 µM] | 0% | -8% |
| CC(C)C[C@H](NC(=O)N1c2ccccc2NC(=O)[C@@H]1C(C)C)C(=O)N1CCC[C@@H]1C(=O)O | 12% | -4% | -21% | -4 | -2% | 5% | 40% | 5% | -13% |
| CN(C)CCn1cnc2c1c(=O)[nH]c(=O)n2Cc1ccccc1 | ? | 4% | -18% | 0 | 0% | -7% | 38% | -4% | -5% |
| COC(=O)c1cc(NC(=O)c2ccccc2)c(=O)oc1C/C=N\OCc1ccc(Cl)cc1Cl | 19% | -5% | ? | 18 | -5% | -19% | 4% | -7% | ? |
| COc1ccc(C(CNC(=O)c2cc3c(s2)CCC(C)C3)N2CCOCC2)cc1 (stereo unspecified) | 2% | -2% | 2% | -1 | · | -15% | · | 1% | · |
| CSc1nn2cc(CCN3CCOCC3)c(-c3ccc(F)cc3)nc2c1C#N | 124%[activator] | -3% | -21% | -2 | -1% | 6% | 6% | -4% | -3% |
| Cc1cccc(NC(=O)C(CC(C)C)NC(=O)C2CCC(C)CC2)n1 (stereo unspecified) | -13% | -2% | -6% | 0 | -8% | -16% | 29% | -6% | -5% |
| CCC1CN(C(=O)N2CCC(C(=O)NCCc3ccccc3C)CC2)c2ccccc2O1 (stereo unspecified) | 4% | -5% | -8% | -3 | -7% | -22% | -4% | · | 76%[activator] |
| COc1ccccc1NC(=O)CN1C(=O)C2(OCCCO2)c2ccccc21 | 17% | -6% | -22% | 1 | -4% | -14% | 13% | 2% | -4% |
| O=C(Cn1nc(-c2nn(CC(=O)c3ccccc3)c3[n+]2CCCCC3)[n+]2c1CCCCC2)c1ccccc1 | 7% | -3% | -2% | -11 | -7% | -3% | 32% | 2% | 4% |
| Cc1ccc(NC(=O)c2sc(=S)n(-c3cc(C)ccc3F)c2N)cc1 | 7% | -6% | -4% | -3 | -7% | -4% | 79% | ? | -14% |
| Cc1cccc(-c2cnn(-c3ccccc3)c2N)c1 | 17% | 3% | -6% | 0 | -6% | 8% | 0% | 43% | 4% |
| Cc1cc([N+](=O)[O-])nn1CC(=O)NCc1nc2ccccc2[nH]1 | 74%[activator] | -1% | -20% | -10 | -5% | 2% | -8% | -18% | -6% |
| CC(C)C[C@H](NC(=O)c1ccc(NCc2cnc[nH]2)cc1-c1cccc2ccccc12)C(=O)O | · | -4% | · | · | 0% | 15%[60.1 µM] | · | -10% | 4% |
| CC1Cc2ccccc2N1C(=O)CCNS(=O)(=O)c1cccc2nsnc12 (stereo unspecified) | -1% | -5% | -10% | 2 | 2% | 4% | 8% | -6% | -10% |

Screens: PubChem, National Center for Advancing Translational Sciences (NCATS)

A portion of the library. The share of hits here may be higher or lower than overall.
